Source: PubChem
Tau fluor cs: counter-screen for tau fibril formation inhibitors; tau K18 P301L Alexa594 fluorescence, heparin fibrillization; Potency, µM (series often up to 57.7 µM), for the others: at the top dose activity change, negative = decrease; actives 0.93% (n = 280,000); AID 1463; further: on the % scale 0 is the no-effect control and ±100 the full control effect; nearly all actives have a fitted effect of over 55% in size
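Human tau K18 P301L (15 uM unlabeled, 0.24 uM Alexa 594-labeled) in 100 mM sodium acetate pH 7 with 20 uM heparin, 6 hr at 37 C. ThT 30 uM added, 1 hr ambient; Alexa 594 FP and total fluorescence read at 555/632 nm.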
Tau ThT inhib: inhibitors of human tau fibril formation, thioflavin T binding | AID 1460 | P10636 | Potency, µM (series often up to 57.4 µM), for inactives: top-dose activity, negative = inhibition, most hits filed as inhibitors | recombinant tau K18 P301L, heparin-induced fibrillization, ThT fluorescence | actives 2.1% (n = 270,000); further: on the % scale 0 is the no-effect control and ±100 the full control effect; nearly all actives have a fitted effect of over 55% in size
Target sequence (P10636 561-689 P618L limits assumed): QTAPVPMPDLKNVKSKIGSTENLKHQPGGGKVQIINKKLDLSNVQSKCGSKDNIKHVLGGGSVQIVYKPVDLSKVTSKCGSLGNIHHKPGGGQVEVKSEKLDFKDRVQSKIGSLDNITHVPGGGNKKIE
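Using a mix of unlabeled (15 uM) and Alexa 594-labeled (0.24 uM) tau K18 P301L, heparin-triggered fibrillization over 6 hr at 37 C was scored by ThT fluorescence.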
TR SRC2 fluor cs: alters Texas Red total fluorescence, flagging assay interference | TRb/SRC2 Texas Red total fluorescence interference | Potency, µM (doses to about 106 µM), for the others: top-dose fluorescence change, negative = quenching | actives 0.29% (n = 280,000) | AID 1479; active means well fitted curve in either direction with a large enough effect; inconclusive means small, poorly fitted or top-dose-only effect; further: on the % scale 0 is the no-effect control and ±100 the full control effect
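Flags fluorescent or light-absorbing compounds by total fluorescence, S + 2P, at 555 nm excitation and 632 nm emission. Mixture: 20 nM Texas Red SRC2 peptide, 0.6 uM human TRb LBD, 1 uM T3, 5% DMSO; compound exposure 5 h at ambient temperature.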
L3MBTL1 block: L3MBTL1 (human) inhibition; Q9Y468; AlphaScreen L3MBTL1–H3K9me1 peptide binding; Potency, µM (titrated, usually from 57.1 µM), inactives show at the highest dose activity, negative = inhibition, actives largely listed as inhibitors; actives 0.66% (n = 230,000); further: on the % scale 0 is the no-effect control and ±100 the full control effect; nearly all actives have a fitted effect of over 60% in size
Target sequence (Q9Y468 whole entry, looked up): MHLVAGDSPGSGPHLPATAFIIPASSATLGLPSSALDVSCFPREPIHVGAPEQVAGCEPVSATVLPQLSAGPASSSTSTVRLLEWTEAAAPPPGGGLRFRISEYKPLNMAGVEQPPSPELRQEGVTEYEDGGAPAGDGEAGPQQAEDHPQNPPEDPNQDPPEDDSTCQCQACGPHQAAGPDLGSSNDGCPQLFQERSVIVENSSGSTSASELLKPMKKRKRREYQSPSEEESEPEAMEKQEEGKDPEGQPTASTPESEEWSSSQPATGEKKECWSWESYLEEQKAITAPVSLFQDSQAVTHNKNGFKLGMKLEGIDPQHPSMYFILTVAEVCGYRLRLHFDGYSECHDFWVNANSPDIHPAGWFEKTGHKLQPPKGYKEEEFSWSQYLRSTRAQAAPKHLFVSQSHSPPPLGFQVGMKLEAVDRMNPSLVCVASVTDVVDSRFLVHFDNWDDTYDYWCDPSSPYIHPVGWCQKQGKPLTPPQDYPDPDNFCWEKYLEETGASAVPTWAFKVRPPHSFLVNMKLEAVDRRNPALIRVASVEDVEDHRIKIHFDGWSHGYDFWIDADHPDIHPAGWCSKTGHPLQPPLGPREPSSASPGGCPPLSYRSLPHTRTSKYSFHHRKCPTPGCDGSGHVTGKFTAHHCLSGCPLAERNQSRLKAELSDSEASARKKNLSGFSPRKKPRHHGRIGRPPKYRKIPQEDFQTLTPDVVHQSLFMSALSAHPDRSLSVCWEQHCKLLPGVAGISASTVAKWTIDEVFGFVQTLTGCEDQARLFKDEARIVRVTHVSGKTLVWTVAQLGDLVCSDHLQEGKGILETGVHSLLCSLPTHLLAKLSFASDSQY
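AlphaScreen proximity signal between nickel-chelate acceptor and streptavidin donor beads (final 10 ug/mL) reports binding of 50 nM L3MBTL1 to 75 nM biotin-H3 K9me1 peptide; complex incubated with compounds 30 min at room temperature; cefsulodin titration as control.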
HTT ATP protect: Huntington cell model cytoprotection by ATP luminescence. PC12 HTT-Q103 induced, cytoprotection, ATP luminescence, 40 h. Potency, µM (top dose mostly 56.4 µM), for the others: cytoprotection (ATP increase), actives largely listed as activators. actives 0.14% (n = 230,000). AID 1471;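 further: % of control where 0% means no effect; nearly all actives have a fitted effect of over 45% in size; toxic huntingtin expression switched on by the ecdysone agonist tebufenozide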
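Quantitative HTS on tebufenozide-induced (100 nM) PC12 cells expressing HTTQ103 exon 1–GFP; compounds tested as a concentration series; survival measured via cellular ATP.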
Tau FP inhib: tau fibrillization inhibition (FP); K18 P301L tau heparin fibrillization, Alexa594 FP, 6 h; Potency, µM (top dose mostly 57.7 µM), for the others: at the top dose activity, negative = inhibition, most hits filed as inhibitors; actives 0.39% (n = 280,000); AID 1468; further: on the % scale 0 is the no-effect control and ±100 the full control effect; nearly all actives have a fitted effect of over 55% in size
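Human tau K18 […] P301L fragment, 15 uM unlabeled plus 0.24 uM Alexa 594-labeled tau (final), with compound and 20 uM heparin in 100 mM sodium acetate pH 7; 6 hr at 37 C, then Alexa 594 FP read.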
TRb SRC2 PPI: disrupts binding of human TR beta to SRC2; TRbeta-SRC2 peptide binding, fluorescence polarization; receptor liganded with 1 µM T3; Potency, µM (top dose mostly 106 µM), for the others: at the top dose activity change, negative = inhibition, actives largely listed as inhibitors; AID 1469; actives 0.065% (n = 280,000);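 further: plate controls were bound peptide for no effect and peptide without receptor for full effect; nearly all actives have a fitted effect of over 50% in size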
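Assay buffer: 20 mM Tris-HCl, 100 mM NaCl, 10% glycerol, 1 mM EDTA, 0.01% NP-40, 1 mM DTT, 1 uM T3, 5% DMSO; TRb LBD 0.6 uM, Texas Red SRC2 20 nM; FP after 5 hr.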
RECQ1 inh: blocks DNA unwinding by human RECQ1 | P46063 | RECQ1 DNA unwinding, red fluorescence kinetic read | Potency, µM (top dose mostly 57.3 µM), inactives show top-dose activity, negative = inhibition, usual class: inhibitors | actives 0.54% (n = 240,000) | AID 2549;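 further: plate controls were vehicle for no effect and no enzyme for full effect; nearly all actives have a fitted effect of over 30% in size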
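50 nM RECQ1T1 preincubated 15 min with compound in Tris pH 8.0 buffer with MgCl2, DTT, Tween-20 and 2.5 ug/ml poly(dI-dC); started with 200 nM TAMRA/BHQ-2 forked duplex and 2 mM ATP. Unwinding read as fluorescence (525/598 nm), two reads 2 h apart.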
The depositor's hits bear a star; i = inactive; ? = inconclusive; . = not tested or not shown; [ ] = dose if it differs, or a comment. Unless noted, the call rests on the fitted dose curve; in most records, active means well fitted curve in the direction sought with a large enough effect; inconclusive means small, poorly fitted or top-dose-only effect, or another doubt; inactive means no such curve, though single readings can be large; an effect the other way counts as inactive or inconclusive. Potency means the concentration at half of the fitted maximal effect.

no.	SMILES	Tau fluor cs	Tau ThT inhib	TR SRC2 fluor cs	L3MBTL1 block	HTT ATP protect	Tau FP inhib	TRb SRC2 PPI	RECQ1 inh
1	CCn1c(C)cc(/C=C2/SC(=O)N(C(C)C(=O)OC)C2=O)c1C (centres undefined)	-6%	-4%	-2%	-26%	-22%[10 µM]	-3%	-5%	i
2	Cc1ccc(-c2nnc(SCC(=O)Nc3ccc4c(c3)oc3ccccc34)n2C)c(Cl)c1	-29%	-18%	1%	.	1%	-2%	4%	1%
3	Cc1csc(N/N=C/c2ccccn2)n1	-19%	?	0%	.	-186%[inhibitor]	-1%	-7%	0%
4	CSC1=C(C#N)C(c2ccncc2)C(C(=O)Nc2ccccc2)=C(C)N1 (centres undefined)	2%	1%	2%	5%	.	-10%	-3%	i
5	CC1(C)CCCC2(C)C3C(O)CC2(C)C(O)C31 (centres undefined)	-10%	-7%	-5%	.	.	?	-9%	?
6	CN(C)C(=O)c1cc(C(=O)c2ccccc2C(F)(F)F)c[nH]1	3%	-1%	-2%	4%	14%[10 µM]	0%	1%	-1%
7	COc1ccc(CCNCc2c(C(=O)O)c(C)n(Cc3c(F)cccc3Cl)c2C)cc1OC	-15%	-9%	-3%	.	.	-1%	4%	.
8	COc1ccccc1NC(=O)Cc1csc(NC(=O)c2ccccc2)n1	-10%	-9%	-3%	-8%	.	-3%	-1%	i
9	C/C(=N\O)C(C)(C)Nc1ccccc1F	5%	0%	-1%	1%	-2%[10 µM]	2%	1%	-4%
10	NC(=S)Nc1cc(Cl)ccc1Cl	-14%	-11%	0%	7%	12%[10 µM]	-3%	-7%	i
11	CCCN1CCC(NC(=O)Nc2ccc([N+](=O)[O-])cc2)CC1	1%	-2%	-3%	9%	6%[10 µM]	1%	-1%	-1%
12	Cc1cc2cc(CN(Cc3ccc4c(c3)OCO4)C(=O)c3cnccn3)c3nnnn3c2cc1C	-11%	-5%	-6%	1%	-31%	10%	-1%	-1%

Additional records:
no.	SMILES	Tau fluor cs	Tau ThT inhib	TR SRC2 fluor cs	L3MBTL1 block	HTT ATP protect	Tau FP inhib	TRb SRC2 PPI	RECQ1 inh
13	O=C(Cn1nc(C(F)F)cc1C(F)F)NNC(=S)Nc1ccc([N+](=O)[O-])cc1	?	?	-4%	-10%	-4%[10 µM]	0%	2%	5%
14	CC(C)[C@H](NC(=O)[C@H](CC(=O)O)NC(=O)[C@H](CCCCN)NC(=O)[C@@H](N)CCCN=C(N)N)C(=O)N[C@@H](Cc1ccc(O)cc1)C(=O)O	-3%	-2%	-7%	-5%	.	8%	-4%	-1%
15	O=C1C2CCCCC2C(=O)N1c1ccc(NC2CCCCC2)c([N+](=O)[O-])c1 (centres undefined)	-27%	?	-2%	-21%	1%[10 µM]	6%	13%	-4%
16	Cc1ccc(CN2C(=O)CN(C3CCC(C)CC3)C(=O)C2c2ccc(F)cc2)cc1 (centres undefined)	14%	8%	-2%	.	.	0%	-2%	.
17	CCCCn1c(=N)n(CC(O)COc2ccc(C)cc2)c2ccccc21 (centres undefined)	0%	-5%	2%	-5%	0%	3%	-18%	-2%
18	Fc1ccccc1/C=N/Nc1ncnc2ccccc12	-24%	?	-1%	-13%	-6%[10 µM]	?	1%	i
19	Cc1ccc(NC(c2cccc(Cl)c2)c2nnc(-c3ccccc3)o2)cc1F (centres undefined)	-25%	-9%	0%	.	.	-11%	-3%	.
20	CCOC(=O)c1cc2[nH]c3ccccc3c2[n+](-c2ccc([N+](=O)[O-])cc2)c1C	-6%	-6%	-2%	4%	13%[10 µM]	-6%	-3%	-10%
21	COc1ccc(CN2CCn3ncc(C(=O)Nc4ccccc4)c3C2=O)cc1	0%	8%	-1%	3%	-21%	-4%	10%	-4%
22	CCN(CCCNC(=O)c1cc2c(=O)[nH]c3ccc(C)cc3c2s1)c1ccc(C)cc1	?	?	-1%	.	.	11%	-5%	.
23	Cn1c(=S)[nH]c2c(c1=O)C(C)(C)Cc1ccccc1-2	-11%	-2%	-3%	?	-4%	-2%	-7%	1%
24	O=C(/C=C/c1ccc(S(=O)(=O)N2CCOCC2)cc1)NC(=S)NCCCn1ccnc1	-4%	?	0%	-16%	?	-10%	0%	i

Following part:
no.	SMILES	Tau fluor cs	Tau ThT inhib	TR SRC2 fluor cs	L3MBTL1 block	HTT ATP protect	Tau FP inhib	TRb SRC2 PPI	RECQ1 inh
25	O=c1c(F)cn(C2CCCO2)c(=O)n1Cc1ccccc1Cl (centres undefined)	9%	15%	-1%	3%	4%[10 µM]	-1%	-3%	-2%
26	COc1ccc(NC(=O)Cn2c(=O)n(Cc3ccccc3Cl)c(=O)c3cc(OC)c(OC)cc32)cc1OC	-28%	-9%	-1%	.	.	?	-5%	.
27	O=C(NCCN1C(=O)S/C(=C\c2ccc(F)cc2)C1=O)c1cccc(S(=O)(=O)N2CCOCC2)c1	-7%	0%	1%	19%	-1%[10 µM]	3%	-1%	-1%
28	c1ccc2c(CSc3nnc(-c4ccncc4)o3)cccc2c1	-17%	?	-2%	-6%	-25%	-2%	-7%	-18%
29	CCCCCOC(=O)C(C)c1c(C)[nH]c(=S)[nH]c1=O (centres undefined)	-5%	-13%	-2%	5%	-5%	2%	-4%	-10%
30	CCCCNC(=S)NNC(=O)c1csc2c1CCC(C)C2 (centres undefined)	-4%	3%	-5%	-6%	3%	2%	-7%	?
31	O=C(O)C1CCCN1S(=O)(=O)c1ccc2ccccc2c1 (centres undefined)	5%	4%	-7%	10%	-20%[10 µM]	-2%	-5%	-5%
32	CCOc1ccc(NC(=O)NCCN2CCN(c3cc(Cl)ccc3C)CC2)cc1	14µM*[quencher]	?	-1%	.	.	?	-1%	.
33	Cc1ccc2nc(Cl)c3cc(C(=O)NC4CCC(C)CC4)sc3c2c1 (centres undefined)	-11%	-3%	-1%	.	.	-5%	-8%	.
34	CC(C)(C)c1ccc(O)c(O)c1	.	.	-4%[201 µM]	-3%	-142%[inhibitor]	.	-7%[201 µM]	3%
35	NC(=O)CCS(=O)(=O)CCN1CCCCC1	1%	-4%	5%	5%	16%[1.9 µM]	-6%	2%	-7%
36	COc1ccc(-c2noc(CSc3ccc(C)cc3)n2)cc1	-28%	?	-2%	.	11%[10 µM]	-7%	-4%	-3%

(listing goes on)
no.	SMILES	Tau fluor cs	Tau ThT inhib	TR SRC2 fluor cs	L3MBTL1 block	HTT ATP protect	Tau FP inhib	TRb SRC2 PPI	RECQ1 inh
37	Cn1c(=O)c2c(nc(-n3ccnc3)n2Cc2ccc([N+](=O)[O-])cc2)n(C)c1=O	-10%	-11%	-2%	-4%	3%[10 µM]	-8%	-11%	-5%
38	CCCC[C@@H](NC(=O)[C@@H](Cc1cn(C(=O)OC)c2ccccc12)NC(=O)[C@H](CC(C)(C)C)NC(=O)N1[C@H](C)CCC[C@@H]1C)C(=O)O	-8%	-17%	3%	.	16%	-2%	6%	-1%
39	c1ccc(OCCOCCSc2ncccn2)cc1	-5%	-17%	1%	-3%	-36%	-6%	-5%	-2%
40	Cc1cc(Nc2cc(C)on2)n2ncnc2n1	0%	14%	1%	-1%	3%	-3%	-22%	i
41	Cc1cccc(C)c1OCC(=O)Nc1ccc(S(=O)(=O)Nc2ccccn2)cc1	-15%	-14%	71µM*[quencher]	-2%	8%[10 µM]	-1%	-6%	-14%
42	Cc1cccc(C)c1OCCN1C(=O)NC(C)(c2ccccc2)C1=O (centres undefined)	-26%	-17%	-5%	.	-45%[inhibitor]	-6%	1%	-1%
43	Cc1ccc(F)c([C@H]2C3C=CCC(c4ccccc4)C3C(=O)N2Cc2ccccc2)c1 (some centres undefined)	-7%	-15%	-1%	.	-42%[10 µM]	-1%	-1%	i
44	CCCNC(=S)Nc1ccc(CC(=O)OC)cc1	1%	-1%	-7%	2%	20%[10 µM]	4%	2%	-8%
45	CN(C)c1nc(Nn2cnnc2)nc(N(C)C)n1	2%	0%	-1%	46%[activator]	10%[10 µM]	-2%	-12%	-1%
46	COc1cc(C)c(Cl)cc1S(=O)(=O)NC1CC(C)(C)NC(C)(C)C1	-5%	-4%	0%	5%	14%[10 µM]	-1%	3%	-8%
47	Cc1ccc(Cl)cc1NC(=O)COC(=O)C1CC1	-1%	-10%	-2%	-1%	-7%[10 µM]	1%	0%	i
48	COc1ccc(CCNC(=O)CCSc2nc(-c3ccco3)cc(C(F)(F)F)n2)cc1OC	-20%	-8%	-8%	.	14%[0.074 µM]	0%	-5%	-19%

Grouped by structure, the entries above containing an NH in an aromatic ring (five)
no.	SMILES	Tau fluor cs	Tau ThT inhib	TR SRC2 fluor cs	L3MBTL1 block	HTT ATP protect	Tau FP inhib	TRb SRC2 PPI	RECQ1 inh
6	CN(C)C(=O)c1cc(C(=O)c2ccccc2C(F)(F)F)c[nH]1	3%	-1%	-2%	4%	14%[10 µM]	0%	1%	-1%
20	CCOC(=O)c1cc2[nH]c3ccccc3c2[n+](-c2ccc([N+](=O)[O-])cc2)c1C	-6%	-6%	-2%	4%	13%[10 µM]	-6%	-3%	-10%
22	CCN(CCCNC(=O)c1cc2c(=O)[nH]c3ccc(C)cc3c2s1)c1ccc(C)cc1	?	?	-1%	.	.	11%	-5%	.
23	Cn1c(=S)[nH]c2c(c1=O)C(C)(C)Cc1ccccc1-2	-11%	-2%	-3%	?	-4%	-2%	-7%	1%
29	CCCCCOC(=O)C(C)c1c(C)[nH]c(=S)[nH]c1=O (centres undefined)	-5%	-13%	-2%	5%	-5%	2%	-4%	-10%

Full records, looked up by structure. Order of values: Tau fluor cs | Tau ThT inhib | TR SRC2 fluor cs | L3MBTL1 block | HTT ATP protect | Tau FP inhib | TRb SRC2 PPI | RECQ1 inh
CCCCn1c(=N)n(CC(O)COc2ccc(C)cc2)c2ccccc21 (centres undefined) in the list: 0% | -5% | 2% | -5% | 0% | 3% | -18% | -2%
Fc1ccccc1/C=N/Nc1ncnc2ccccc12 in the list: -24% | ? | -1% | -13% | -6%[10 µM] | ? | 1% | i

Only part of the results is shown. The share of hits here may be higher or lower than overall.
